AMA1-RON2 inh: disrupts binding of P. falciparum AMA1 to RON2; AlphaScreen AMA1-biotinylated RON2 peptide binding; Potency, µM (titrated, usually from 58.2 µM), for inactives: top-dose activity change, negative = inhibition, usual class: inhibitors; 360,000 compounds, 0.2% hits; AID 720542;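 further: potency means the concentration at half of the fitted maximal effect; 0% = vehicle wells and -100% = peptide control; nearly all actives have a fitted effect of over 45% in size; some results filed as inactive show a strong effect at the top dose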
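AMA1 (3D7) with his tag at 25 nM final met compounds first, then biotinylated RON2 peptide at 25 nM; detection used donor plus acceptor beads, 10 µg/mL apiece, read by AlphaScreen after 30 min at room temperature.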
Shiga toxin inh: inhibitors of Shiga toxin in Vero cells; Vero cells, Shiga toxin protein synthesis inhibition reporter; inhibition, % at 38.7 µM; 290,000 compounds, 9.2% hits; AID 2315; in the data active means inhibition mostly above about 28%, no sharp cut-off; inactive means mostly below about 43%; further: 0% is about no effect
Pf growth 48h: P. falciparum growth inhibition at 48 hours (one generation); 310,000 compounds, 5.9% hits; Potency, µM (highest dose often 28.7 µM), inactives show top-dose activity change, negative = inhibition, actives largely listed as inhibitors; AID 504832; P. falciparum luciferase growth in erythrocytes, 48 h; further: potency means the concentration at half of the fitted maximal effect; on the % scale 0 is the no-effect control and ±100 the full control effect
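In quantitative HTS format, infected erythrocytes bearing luciferase-reporter parasites were treated for a single generation at 37 C. Luminescence after adding detection reagent served as the growth measure.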
Pf growth 96h: P. falciparum growth inhibition at 96 hour, primary screen for plastid delayed-death inhibitors | P. falciparum luciferase reporter growth, 96 h | Potency, µM (top dose mostly 28.7 µM), for inactives: at the highest dose activity change, negative = inhibition, usual class: inhibitors | 320,000 compounds, 6.9% hits | AID 504834; further: potency means the concentration at half of the fitted maximal effect; on the % scale 0 is the no-effect control and ±100 the full control effect
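Luminescence readout: decreased luciferase signal marks inhibited growth of reporter-expressing P. falciparum in infected red cells (2% hematocrit, 0.05% parasitemia final), exposed to compound two generations (96 h, 37 C, 5% CO2).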
LmPK inh: inhibitors of Leishmania mexicana pyruvate kinase; 290,000 compounds, 0.37% hits; Potency, µM (top dose mostly 57.5 µM), without a hit: at the highest dose activity change, negative = inhibition, most hits filed as inhibitors; purified LmPK, Kinase-Glo ATP luminescence, 1 h; AID 1721; Q27686; further: potency means the concentration at half of the fitted maximal effect; on the % scale 0 is the no-effect control and ±100 the full control effect
Target sequence (Q27686 whole entry, looked up): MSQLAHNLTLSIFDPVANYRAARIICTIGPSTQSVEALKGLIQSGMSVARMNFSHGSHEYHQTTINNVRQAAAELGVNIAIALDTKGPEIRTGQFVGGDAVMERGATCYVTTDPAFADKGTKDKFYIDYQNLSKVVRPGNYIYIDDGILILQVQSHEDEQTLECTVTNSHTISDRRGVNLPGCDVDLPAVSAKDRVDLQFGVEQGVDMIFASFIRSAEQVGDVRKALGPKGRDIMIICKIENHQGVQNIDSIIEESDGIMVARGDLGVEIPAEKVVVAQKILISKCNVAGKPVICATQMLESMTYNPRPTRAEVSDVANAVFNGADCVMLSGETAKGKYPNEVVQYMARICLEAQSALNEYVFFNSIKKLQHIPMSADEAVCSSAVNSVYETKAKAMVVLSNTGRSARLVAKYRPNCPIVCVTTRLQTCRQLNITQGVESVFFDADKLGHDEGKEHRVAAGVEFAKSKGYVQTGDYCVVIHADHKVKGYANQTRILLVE
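qHTS format; LmPK 0.1 nM; substrates PEP 0.5 mM and ADP 0.1 mM. One-hour room-temperature incubation, then coupled luciferase luminescence; 0.5 nM enzyme wells mark activation.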
TbPYK inhibitor: blocks Trypanosoma brucei pyruvate kinase; Q57TT1; TbPYK enzyme, Kinase-Glo Plus ATP luminescence, 45 min; Potency, µM (top dose mostly 76.8 µM), inactives show at the highest dose activity, negative = inhibition, most hits filed as inhibitors; 410,000 compounds, 0.12% hits; AID 624173; further: potency means the concentration at half of the fitted maximal effect; on the % scale 0 is the no-effect control and ±100 the full control effect; nearly all actives have a fitted effect of over 50% in size
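T. brucei PYK with substrate was exposed to pin-transferred compounds across a concentration series, then started with 130 uM ADP (final). After 45 min at room temperature, Kinase-Glo Plus luminescence was read, normalized and curve-fitted.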
CHX counter: affects cycloheximide protein synthesis inhibition readout, counter-screen; cell reporter, cycloheximide protein synthesis inhibition counterscreen; max response, %; 300,000 compounds, 12% hits; in the data active means max response mostly above about 13%, no sharp cut-off; inactive means mostly below about 14%; further: read at 38.3 µM for the half of the compounds with a filed dose; 0% is about no effect
* marks the source's active call; other numbers are inactive results; ? = inconclusive; . = not tested or not shown; & = joins results of further samples; [ ] = remark or other dose. Unless noted, the call rests on the fitted dose curve; in most records, active means well fitted curve in the direction sought with a large enough effect; inconclusive means small, poorly fitted or top-dose-only effect, or another doubt; inactive means no such curve, though single readings can be large; an effect the other way counts as inactive or inconclusive.

SMILES	AMA1-RON2 inh	Shiga toxin inh	Pf growth 48h	Pf growth 96h	LmPK inh	TbPYK inhibitor	CHX counter
COc1ccc(C2=NOC(COc3ccc4c(C)cc(=O)oc4c3)C2)c(OC)c1 (configuration not stated)	-2.0%	0.9	?	?	7.2%	-5.2%	-1.3
Cc1cc(NC(=O)Cn2nc(C(F)(F)F)c3c2CCC3)n(-c2ccccc2)n1	47.7%[activator]	-16.5	.	.	-2.9%	-1.5%	-0.2
COc1ccccc1CN(CC(=O)NCc1ccc2c(c1)OCO2)C(=O)c1ccc2c(c1)OCCO2	0.0%	1.0	-23.2%	9.28µM*	-3.5%	4.0%	-1.2
Cc1nn(Cc2ccccc2Cl)c(C)c1C(=O)NCc1ccco1	0.0%	-9.6	-11.4%	-1.1%	7.9%	4.3%	-2.6
CCCCOc1ccccc1NC(=O)CC1Nc2ccccc2NC1=O (configuration not stated)	0.3%	4.3	1.65µM*	-6.4%	3.4%	-8.6%	18.2
COc1cccc(C(=O)O/N=C2\CCS(=O)(=O)c3sccc32)c1	4.5%	16.1	4.0%	3.2%	-1.5%	-10.6%	9.4
COc1ccc(OC)c(S(=O)(=O)N2CCC(C(=O)N3CCCC3)CC2)c1	-3.5%	-9.3	38.8%[activator]	5.6%	2.2%	11.4%	-5.0
COC(=O)c1ccc2c(=O)n(CCN3CCOCC3)c(SCC(=O)Nc3cccc(OC)c3)nc2c1	-7.4%	-7.4	?	13.1µM*	1.2%	-8.3%	-1.0
CCC(c1nnc(SCCNCCO)n1CCN1CCOCC1)N(C)C (configuration not stated)	43.5%[activator]	-5.7	31.0%[activator]	45.2%[activator]	-4.2%	7.9%	-1.3
COc1cc(CC(=O)N/N=C/c2ccccc2)c([N+](=O)[O-])cc1OC	.	18.6	0.4%	?	-0.9%	.	16.2
c1ccc(NC2=NCCN2CCCC2CCCC2)cc1	2.9%	.	?	?	.	-0.9%	.
Cc1cccc(N2CCN(C(=O)C3CCN(S(=O)(=O)c4c(C)noc4C)CC3)CC2)c1C	1.4%	-3.7	?	?	10.0%	6.1%&-4.1%	-1.6
O=C(COC(=O)c1cccc(S(=O)(=O)N2CCc3ccccc32)c1)Nc1ccc(Cl)cn1	-0.9%	-5.9	6.2%	15.4%	5.2%	0.7%	-0.4
Oc1[nH]c2ccc(Br)cc2c1N=NC(=S)NCC1CCCO1 (configuration not stated)	51.7%[activator]	-6.0	5.86µM*	?	2.3%	-0.3%	-2.3
O=C(N/N=C/c1cccc([N+](=O)[O-])c1)c1cc(-c2ccc3c(c2)OCO3)n[nH]1	19.4%	-15.1	11.7%	-8.6%	-1.0%	3.6%	2.5
O=S(=O)(c1ccc2c(c1)OCCO2)N1CCC(O)(c2ccc(Cl)cc2)CC1	10.0%	10.3	8.9%	9.28µM*	2.4%	-15.3%	-2.9
CC(=O)c1ccc(-n2c(-c3cc(-c4ccsc4)n[nH]3)n[nH]c2=S)cc1	49.4%[activator]	-7.8	-12.4%	11.9%	20µM*	?	-0.7
O=[N+]([O-])c1ccc(NCCCNS(=O)(=O)c2ccc(Cl)cc2)c(Cl)c1	-20.0%	-15.7	32.0%[activator]	141.4%[activator]	0.6%	-1.5%	1.9
O=C(CSc1nc(-c2ccccc2)cc(=O)[nH]1)N1CCc2ccccc21	-10.3%	-14.0	?	.	4.1%	?	-1.3
O=C(Nc1cccc(S(=O)(=O)N2CCCCCC2)c1)c1ccc2ccccc2n1	-22.1%	2.9	?	?	-4.6%	0.3%	22.2*
COC(=O)C1=C(C)NC(C)=C(C(=O)OC)C1c1ccc(-c2cccc([N+](=O)[O-])c2)o1	-5.3%	-6.8	?	?	-0.3%	4.6%	4.8
O=C(NC1CCN(C(=O)N2c3ccccc3Sc3ccccc32)CC1)c1ccccc1F	-21.5%	-5.2	2.94µM*	?	3.9%	-0.2%	-0.7
O=S(=O)(c1cccc2nonc12)N1CCN(c2ccc(F)cc2)CC1	0.0%	21.5	-6.5%	-34.1%	4.5%	-1.2%	1.8
CSc1ccccc1C(=O)Nc1cccc([N+](=O)[O-])c1C	8.0%	-2.7	16.2%	23.4%	-0.1%	-15.3%	-2.0
O=C(COC(=O)CCc1nc2ccccc2c(=O)[nH]1)NC(c1ccccc1)c1ccccc1	-0.2%	-3.1	0.4%	15.5%	1.5%	8.6%	-4.2
SMILES	AMA1-RON2 inh	Shiga toxin inh	Pf growth 48h	Pf growth 96h	LmPK inh	TbPYK inhibitor	CHX counter
Cc1cccc(NC(=O)CN2CCN(CC(=O)Nc3cccc(C)c3)CC2)c1	1.0%	17.7	?	?	12.6%	4.4%	-3.5
COc1ccc(OC)c2nc(-c3ccc4c(c3)OCO4)ccc12	6.0%	104.8*	.	421.8%[activator]	0.0%	-3.0%	61.7*
CCc1ccc(C(=O)N/N=C/c2ccc(Cl)cc2Cl)nc1	.	23.7	67.1%[activator]	25.1%	1.8%	.	17.7*
O=C(CCc1ccccc1)N1CCN(CCO)CC1	20.2%	5.1	.	32.5%[activator]	-0.3%	-1.3%	0.8
CCOC(=O)c1ccc(S(=O)(=O)NNC(=O)COc2ccc(C)cc2)cc1	4.9%	-2.4	-7.2%	-2.1%	0.6%	1.8%	-3.0
CCOC(=O)C1CCN(CCC(=O)Nc2ccc(Br)c(C)c2)CC1	0.0%	-16.8	-1.9%	0.0%	-4.1%	-0.6%&1.7%	-3.8
O=C(c1ccccc1O)N1CCOCC1	-13.5%	-2.3	11.6%	4.9%	-4.4%	1.1%	-2.6
CCN(CC)C(=O)Cn1c(=O)oc2ccccc21	-2.7%	-9.0	0.6%	6.2%	-6.1%	8.8%	0.7
Nc1nc(SCC(=O)NCc2ccc3c(c2)OCO3)n[nH]1	-1.0%	-10.7	2.5%	?	1.3%	2.4%	-1.0
CC(OC(=O)c1nsc(Cl)c1Cl)C(=O)NCc1ccco1 (configuration not stated)	10.0%	-4.1	3.2%	?	5.2%	-4.2%	-3.5
CCc1nnc(NC(=O)c2ccc(Cl)c(S(=O)(=O)N3CCc4ccccc4C3)c2)s1	7.6%	3.7	-6.4%	-4.9%	3.6%	-1.2%	-3.2
CC(=O)Nc1cccc(-c2csc(Nc3ccccn3)n2)c1	-6.7%	90.3*	-13.3%	137.4%[activator]	-9.2%	0.0%	44.5*
O=C(COC(=O)C1CCN(c2ccc(C(F)(F)F)cn2)CC1)NCc1ccc(F)cc1	3.0%	.	-2.6%	20.3%	.	1.9%	.
Cc1cccc(CN2CCN(C(c3ccccc3)c3ccc(Cl)cc3)CC2)c1 (configuration not stated)	12.2%	15.7	?	9.28µM*	2.0%	0.5%	-1.1
COC(=O)NNC(=O)CCCOc1ccc(Cl)cc1Cl	2.5%	6.3	0.8%	37.8%[activator]	0.7%	-7.6%	4.2
O=C(c1ccco1)N(Cc1ccc([N+](=O)[O-])cc1)c1ccc(Br)cc1	-1.0%	1.6	?	75.4%[activator]	-1.8%	-13.1%	-1.1
COc1cc2[nH]c(=S)n(Cc3ccc(F)cc3)c(=O)c2cc1OC	26.5%	-1.5	-10.1%	?	0.8%	-3.1%	1.4
Cc1cc(=O)oc2cc(Oc3ncccn3)ccc12	-14.9%	-11.1	22.1%	31.9%[activator]	-1.5%	-2.2%	-2.7
COc1ccc(CCNC(=O)COC(=O)c2ccc[nH]c2=O)cc1	-1.3%	-1.3	14.1%	.	1.3%	1.9%	-1.5
N#C/C(=C\c1cn[nH]c1-c1ccccc1Br)C(=O)O	-5.5%	-4.8	-11.3%	-38.2%[5.75 µM]	-0.6%	-3.9%	-1.0
O=C(NCc1ccccc1Cl)c1ccc(Br)o1	-10.5%	22.9	-0.5%	0.0%	1.0%	-3.5%	-2.0
C=CCN1C(=O)/C(=C2\SC(N3CCOCC3)=NC2=O)c2cc(Br)ccc21	-17.3%	-2.6	?	19.9%	4.4%	-2.0%	1.6
CCNC(=S)N1CCN(S(=O)(=O)c2cccc(C(F)(F)F)c2)CC1	-5.6%	-15.8	-10.4%	?	-3.0%	-6.2%	-2.4
CC(C)(C)Cc1nnc(NS(=O)(=O)c2ccc(F)cc2)s1	18.5%	-7.6	2.4%	?	0.8%	-0.3%	0.7
CCCn1c(C)cc(-c2csc(NC(=O)CCc3nc4ccccc4c(=O)[nH]3)n2)c1C	-11.3%	.	?	?	.	-6.0%	.

The final 2 records of the part before open the next one:
SMILES	AMA1-RON2 inh	Shiga toxin inh	Pf growth 48h	Pf growth 96h	LmPK inh	TbPYK inhibitor	CHX counter
CC(C)(C)Cc1nnc(NS(=O)(=O)c2ccc(F)cc2)s1	18.5%	-7.6	2.4%	?	0.8%	-0.3%	0.7
CCCn1c(C)cc(-c2csc(NC(=O)CCc3nc4ccccc4c(=O)[nH]3)n2)c1C	-11.3%	.	?	?	.	-6.0%	.
O=C(CCc1nc2sc3c(c2c(=O)[nH]1)CCCC3)NCCOc1ccccc1	18.5%	.	?	-0.2%	.	-1.2%	.
O=c1n(CC2CO2)c(=O)n(CC2CO2)c(=O)n1CC1CO1 (configuration not stated)	20.2%	.	9.53µM*	6.01µM*	.	2.6%&-7.7%	.
Cn1nc(-c2ccc(C(=O)NCC3CCCO3)cc2)c2ccccc2c1=O (configuration not stated)	-11.8%	7.8	?	0.9%	-5.6%	-1.6%	3.3
COc1cccc(NC(=O)CCC2CCN(C(=O)c3sccc3C)CC2)c1	-11.3%	51.9	-16.4%	-3.0%	-2.0%	-2.5%	-2.5
CC(C)(C)c1cc(NCc2ccccn2)n2ncc(-c3ccc(Cl)cc3)c2n1	78.4%[activator]	24.0	3.29µM*	?	4.9%	-3.5%	1.3
CCOC(=O)C1CCN(C(=O)c2cccc(NC3=NC4CS(=O)(=O)CC4S3)c2)CC1 (configuration not stated)	-9.5%	-4.9	-13.6%	?	-2.7%	-4.5%	2.5

Reformatted as comma-separated lines: 8 of the compounds above
compound,AMA1-RON2 inh,Shiga toxin inh,Pf growth 48h,Pf growth 96h,LmPK inh,TbPYK inhibitor,CHX counter
CC(C)(C)Cc1nnc(NS(=O)(=O)c2ccc(F)cc2)s1,18.5%,-7.6,2.4%,?,0.8%,-0.3%,0.7
CCCn1c(C)cc(-c2csc(NC(=O)CCc3nc4ccccc4c(=O)[nH]3)n2)c1C,-11.3%,.,?,?,.,-6.0%,.
O=C(CCc1nc2sc3c(c2c(=O)[nH]1)CCCC3)NCCOc1ccccc1,18.5%,.,?,-0.2%,.,-1.2%,.
O=c1n(CC2CO2)c(=O)n(CC2CO2)c(=O)n1CC1CO1 (configuration not stated),20.2%,.,9.53µM*,6.01µM*,.,2.6%&-7.7%,.
Cn1nc(-c2ccc(C(=O)NCC3CCCO3)cc2)c2ccccc2c1=O (configuration not stated),-11.8%,7.8,?,0.9%,-5.6%,-1.6%,3.3
COc1cccc(NC(=O)CCC2CCN(C(=O)c3sccc3C)CC2)c1,-11.3%,51.9,-16.4%,-3.0%,-2.0%,-2.5%,-2.5
CC(C)(C)c1cc(NCc2ccccn2)n2ncc(-c3ccc(Cl)cc3)c2n1,78.4%[activator],24.0,3.29µM*,?,4.9%,-3.5%,1.3
CCOC(=O)C1CCN(C(=O)c2cccc(NC3=NC4CS(=O)(=O)CC4S3)c2)CC1 (configuration not stated),-9.5%,-4.9,-13.6%,?,-2.7%,-4.5%,2.5

Assay outcomes: PubChem BioAssay, National Center for Advancing Translational Sciences (NCATS)

Outcome played no part in choosing rows; overall some 21% were active at least once.
